# High-throughput results from PubChem BioAssay.
# Lipid storage S3: qHTS Assay for Lipid Storage Modulators in Drosophila S3 Cells | Drosophila S3 cells, BODIPY lipid droplet fluorescence, 18-24 h; cells fed with added oleic acid | lipid storage change, negative = inhibition, % at the top dose, mostly 46.1 µM; hits show Potency in µM | actives 0.64% (n = 320,000); active = well fitted inhibition curve with a large enough effect in the signal ratio, with a control signal flat, not every such curve was filed as active; inconclusive = small, poorly fitted or top-dose-only effect, or effect the other way, or a change in a side signal; the % refers to the signal ratio
#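 Drosophila S3 cells loaded with oleic acid (400 uM, as added) and compounds at several concentrations; lipid droplets imaged by 488-nm laser-scanning cytometry, 500–530 nm intensity and object ratio to cell channel. Percent activity normalized to 20 uM Triacsin C.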
# Lipid storage S3 cell count max: second read-out of Lipid storage S3, no call of its own (marks repeat the call); cell number change, %; measured here: cell count max response;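 cells counted by Cell Tracker Red CMTPX staining in the red channel; peak over a dose series mostly up to 46.1 µM; percent activity relative to internal control wells on each plate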
# * marks the source's active call; other numbers are inactive results; i = inactive; ? = inconclusive; / = no result given; [ ] = another dose, or the depositor's remark. % is set by controls: 0 for no effect and ±100 for the full control effect; potency is the fitted concentration of half-maximal effect. Only part of the results is shown; the hit share may differ from the screen's.
SMILES,Lipid storage S3,Lipid storage S3 cell count max
COc1ccc(CCNC(=O)C2CCCN(Cc3nc(-c4cccc(Cl)c4)oc3C)C2)cc1OC (stereo unspecified),11.1%,9.2
O=C(N/N=C/C1CCCCC1)c1ccccc1-n1cccc1,?,/
NC(=O)c1cc(N)ccc1N1CCCC1,?,/
Cc1ccccc1CN1C[C@@H]2C[C@@H](c3ccc4nsnc4c3)N3CCC[C@@]23C1=O,-3.1%,-1.8
CCOC(=O)COn1c(=O)c(-c2ccc(OC)c(OC)c2)[n+]([O-])c2ccccc21,-12.1%,-25.7
CCS(=O)(=O)c1ccc2oc(Nc3ccc(C(C)(C)C)cc3)nc2c1,?,/
Cc1cc(NC2C3CC4CC(C3)CC2C4)n2ncnc2n1 (stereo unspecified),?,/
CC(=O)n1c(C=Nc2ccc(Cl)cc2)c(O)c2ccccc21,7.2%,5.2
COc1ccc(SCCN2CCN(CC(C)C)CCC2=O)cc1,8.8%,5.7
O=C1Nc2ccc(Br)cc2C1(O)c1ccccc1 (stereo unspecified),3.0%,20.9
CS(=O)(=O)N(CC(=O)NCC1CCCO1)c1cccc([N+](=O)[O-])c1 (stereo unspecified),?,/
COc1ccc2[nH]cc(CCNC(=S)NCCc3ccccc3)c2c1,?,/
Cc1ccc(NC(=O)COc2cccc(/C=C3\SC(=S)N(CCC(=O)O)C3=O)c2)cc1Cl,?,/
CC1(C)C(=O)N(CCN2CCC(C(=O)c3ccc(F)cc3)CC2)c2ccccc21,?,/
Cc1cc(C)cc(-n2c(SC(C)C(=O)NCc3ccc4c(c3)OCO4)nc3ccccc3c2=O)c1 (stereo unspecified),-1.8%,-16.5
O=C(COn1nnc2ccccc21)N1CCN(Cc2ccccc2)CC1,1.1%,13.2
Cn1c(-c2cc3ccccc3oc2=O)nc2ccccc21,?,/
COc1ccc(C2=C/C(=C/c3cccnc3)C(=O)O2)cc1OC,i,3.8
CC(=O)NC(c1ccccc1)c1nc2ccccc2[nH]1 (stereo unspecified),?,/
CC1CCC(NC(=O)c2cccc(S(=O)(=O)N3CCN(C)CC3)c2)CC1 (stereo unspecified),?,/
CN1C(C(=O)Nc2ncccn2)=C(O)c2ccccc2S1(=O)=O,8.7%,4.7
CCOC(=O)c1sc2nc3c(SCC(=O)O)cc(C(=O)c4ccccc4O)cn3c(=O)c2c1C,18.1%,/
[N-]=C=C1C(=S)NC(=O)[C@H]([n+]2ccccc2)[C@H]1c1ccc(Cl)cc1,-1.9%,1.7
CCCCCCc1cc2cc(-c3nnc(-c4ccccc4)o3)c(=O)oc2cc1O,i,/
O=C(CN(CC1CCCO1)C(=O)CNS(=O)(=O)c1ccc(Cl)cc1)NCCc1ccccc1 (stereo unspecified),7.1%,14.3
# Carrying on.
SMILES,Lipid storage S3,Lipid storage S3 cell count max
CCOc1ccc(/C=C2\SC(=S)N(CC(=O)Nc3ccccn3)C2=O)cc1,?,/
O=C(NC(=S)N1CCCCCC1)C1CC1,?,/
CCN(c1ccccc1)S(=O)(=O)c1ccc2c(c1)N(C(C)=O)CCO2,?,/
O=C(NCC1CCN(c2ccc(S(=O)(=O)N3CCOCC3)cc2)CC1)Nc1ccccc1F,?,/
Cc1nc(Nc2ccccc2O)c2oc3ccccc3c2n1,11.9%,/
NS(=O)(=O)c1ccc(NC2=CC(c3ccc([N+](=O)[O-])cc3)N(c3ccc(S(N)(=O)=O)cc3)C2=O)cc1 (stereo unspecified),1.3%,/
CCOC(=O)c1[nH]c(C)c(C(=O)NCc2ccc(C)cc2)c1C,0.6%,-3.2
COc1cc(CN2CCC(C(=O)NCC(C)(C)CN(C)C)CC2)ccc1OCc1ccccc1,3.8%,8.8
COc1ccc(CNC(=O)c2c(C)cc(=O)oc2C)cc1OC,?,/
CC1(C)CC(=O)C(C(=O)/C=C/NCCc2ccccc2)C(=O)C1,?,/
O=c1[nH]cc([N+](=O)[O-])cc1Br,13.0%,23.2
CCC(C)(C)n1nnnc1C(c1cc2cc(C)cc(C)c2[nH]c1=O)N1CCN(Cc2ccc3c(c2)OCO3)CC1 (stereo unspecified),?,/
O=C(CSc1nnc2scc(-c3ccc(F)cc3)n12)NCc1ccco1,?,/
CCCCn1c(N)c(N(CCC(C)C)C(=O)CSc2nncn2-c2ccccc2)c(=O)[nH]c1=O,?,/
O=C(Cc1csc(-c2cccc(Cl)c2)n1)Nc1cccc(S(=O)(=O)NC2=NCCC2)c1,?,/
Cc1ccccc1C(=O)NNC(=O)C1CC(=O)N(Cc2ccccc2)C1 (stereo unspecified),-2.0%,15.8
Cc1noc(C)c1COc1ccccc1C(=O)NCCOc1ccccc1,-43.6%[0.0737 µM],/
Cc1cccc(S(=O)Cc2ccc(C(=O)NC3CCN(Cc4ccccc4)CC3)o2)c1 (stereo unspecified),20.4%,-10.3
NS(=O)(=O)c1ccc(CCNCc2cccnc2)cc1,?,/
COc1ccc(-n2nnc3c(=O)n(Cc4cccc(C)c4)cnc32)cc1,?,/
CCOC(=O)C1CCN(C(=O)Nc2ccc(Cl)cc2Cl)CC1,?,/
O=[N+]([O-])c1ccc(Cl)c(/C=N/N2CCN(C3c4ccccc4-c4ccccc43)CC2)c1,2.6%,-13.7
CCn1c(C)nc2cc(C(=O)n3cc(C(=O)c4cc(F)ccc4O)cn3)ccc21,i,7.8
CSc1cccc(NS(=O)(=O)c2ccc3c(c2)CCN3C(C)=O)c1,?,/
O=C(Cc1ccc([N+](=O)[O-])cc1)Nc1ccc(C(=O)N2CCOCC2)cc1,?,/
# The results go on:
SMILES,Lipid storage S3,Lipid storage S3 cell count max
CCOc1ccc(-c2nnc(SCC(=O)N3CCNC3=O)o2)cc1,?,/
CCC(C(=O)NC1C(=O)N2C(C(=O)O)=C(CSc3nnc(C)s3)CSC12)c1ccccc1 (stereo unspecified),?,/
COc1ccc(C2C(C#N)=C(N)N(c3cccnc3)C3=C2C(=O)CCC3)cc1Cn1cc([N+](=O)[O-])cn1 (stereo unspecified),?,/
Cc1ccc(-c2nnc(-n3nnc4ccccc43)c3ccccc23)cc1,-22.1%,-22.7
COC(=O)c1cc(NC(=O)c2c(Cl)cnn2C)cc(C(=O)OC)c1,?,/
COc1cccc(NC(=S)NC2CC(C)(C)NC(C)(C)C2)c1,?,/
Cc1nccn1CCCNC(=O)c1nc(Cn2cc([N+](=O)[O-])cn2)no1,?,/
CCN1CCN(Cc2cccc(Oc3ccc(Cl)cc3)c2)CC1,?,/
CC(C)Sc1nc2ccc(Br)cc2[nH]1,13.3%,16.6
Cc1cc(C)cc(N2C(N)=NC(N)=NC2c2ccccc2F)c1 (stereo unspecified),10.0%,0.5
N#CC12CCCCC1CC1CCCCC1(C#N)N2N (stereo unspecified),16.1%,-7.6
COc1ccc(C(=O)CSc2nnc(-c3ccco3)n2C)cc1,?,/
COC(=O)CSc1nc(N)nc(C)c1Cl,5.3%,2.8
CCCCOCC(O)CN1CCN(C(C)=O)CC1 (stereo unspecified),?,/
Cc1ccc(NC(=O)CCOc2ccccc2)cc1S(=O)(=O)Nc1ccccc1Cl,?,/
COC(=O)c1ccc(NS(=O)(=O)c2ccccc2)o1,?,/
C/C(=N\NC(=O)CNC(=O)c1ccc2c(c1)OCO2)c1ccco1,?,/
O=C(NCCCn1ccnc1)c1cc(-c2ccccc2)on1,3.2%,8.5
Fc1cccc(COc2ccccc2C(=S)N2CCCC2)c1,-13.4%[9.22 µM],7.3
CCOC(=O)c1[nH]c2ccccc2c1NC(=S)Nc1cccc(C)c1,?,/
CCC(C)N(CCNC(=O)CC1Oc2ccc(C)cc2NC1=O)C1CCCCC1 (stereo unspecified),?,/
Cc1cc2ncc(-c3cccs3)nc2cc1C,?,/
CC(=O)Nc1ccc(S(=O)(=O)NCC2CCC(C(=O)N3CCCCC3)CC2)cc1 (stereo unspecified),5.4%,16.3
CNc1nc(SCc2ccc(C)cc2)nc2c1CCCC2,?,/
CCCn1cc(CN2CCN(Cc3ccc(C)o3)C(CCO)C2)c(C)n1 (stereo unspecified),4.4%,19.3

# Given tab-delimited: entries from further up.
SMILES	Lipid storage S3	Lipid storage S3 cell count max
CCOc1ccc(-c2nnc(SCC(=O)N3CCNC3=O)o2)cc1	?	/
CCC(C(=O)NC1C(=O)N2C(C(=O)O)=C(CSc3nnc(C)s3)CSC12)c1ccccc1 (stereo unspecified)	?	/
COc1ccc(C2C(C#N)=C(N)N(c3cccnc3)C3=C2C(=O)CCC3)cc1Cn1cc([N+](=O)[O-])cn1 (stereo unspecified)	?	/
Cc1ccc(-c2nnc(-n3nnc4ccccc43)c3ccccc23)cc1	-22.1%	-22.7
COC(=O)c1cc(NC(=O)c2c(Cl)cnn2C)cc(C(=O)OC)c1	?	/
COc1cccc(NC(=S)NC2CC(C)(C)NC(C)(C)C2)c1	?	/
Cc1nccn1CCCNC(=O)c1nc(Cn2cc([N+](=O)[O-])cn2)no1	?	/
CCN1CCN(Cc2cccc(Oc3ccc(Cl)cc3)c2)CC1	?	/
CC(C)Sc1nc2ccc(Br)cc2[nH]1	13.3%	16.6
Cc1cc(C)cc(N2C(N)=NC(N)=NC2c2ccccc2F)c1 (stereo unspecified)	10.0%	0.5
N#CC12CCCCC1CC1CCCCC1(C#N)N2N (stereo unspecified)	16.1%	-7.6
COc1ccc(C(=O)CSc2nnc(-c3ccco3)n2C)cc1	?	/
COC(=O)CSc1nc(N)nc(C)c1Cl	5.3%	2.8
CCCCOCC(O)CN1CCN(C(C)=O)CC1 (stereo unspecified)	?	/

# Later entries:
SMILES,Lipid storage S3,Lipid storage S3 cell count max
COc1ccc(C(=O)NCCc2nnc3ccc(SCC(=O)Nc4ccccc4F)nn23)cc1,?,/
CCOC(=O)c1cnc2c(c(C)nn2CC)c1NC1CC1,15.1%,2.9
O=C(O)CCCN1C(=O)c2ccc(Oc3cccc([N+](=O)[O-])c3)cc2C1=O,?,/
Cc1ccc(Nc2nnc(C(C)(C)C)c(=O)n2N)cc1,-6.6%,-12.6
CCOC(=O)c1cnc2c(C(=O)OC)cccc2c1NCCN1CCOCC1,?,/
CN(CC1CCCO1)S(=O)(=O)c1ccc(C(=O)Nc2ccc3c(c2)OCO3)cc1 (stereo unspecified),11.3%,16.6
CCOC(=O)/C(=C\c1ccc(C)cc1)NC(=O)c1ccccc1,?,/
NC(=O)NC(CC(=O)NNC(=O)c1ccccn1)c1ccccc1Cl (stereo unspecified),?,/
CC1Cc2ccccc2N1C(=O)CN1C(=O)COc2ccccc21 (stereo unspecified),-20.3%,1.0
O=C(COc1ccc(Br)cc1)Nc1ccccc1C(=O)NC1CC1,?,/
O=C(Nc1n[nH]c(C(F)(F)F)n1)c1cccs1,-0.9%,0.2
Cc1ccc(SCc2[nH]nc3c2C2(C(=O)Nc4ccc([N+](=O)[O-])cc42)C(C#N)=C(N)O3)cc1 (stereo unspecified),?,/
CCn1c(CSCc2ccccc2)n[nH]c1=S,9.9%,11.8
CN(C)CCCNc1nc(-c2ccccc2)nc2ccccc12,11.5%,-3.3
CCCN1C(=S)SC(C)(C)C1/[N+]([O-])=C/c1ccc(S(=O)(=O)NC)cc1 (stereo unspecified),6.6%,-8.2
CCN1CCN(C(=O)CN2C(=O)COc3ccc(C)cc32)CC1,?,/
O=C(COc1ccc(Cl)cc1)N(Cc1ccco1)C1CCS(=O)(=O)C1 (stereo unspecified),5.4%,5.1
CCOC(=O)c1cc(NC(=O)COC)ccc1O,5.1%,12.8
COC(=O)c1ccc(COC(=O)C(CCS(C)(=O)=O)N2C(=O)c3ccccc3C2=O)cc1 (stereo unspecified),0.5%,10.9
Cc1nc2cc(N)ccc2n1C1CCCCC1,-3.9%,-0.3
CCN(CC)S(=O)(=O)c1ccc(C(=O)Nc2cc(C)on2)cc1,?,/
COc1ccc2nccnc2c1[N+](=O)[O-],20.0%,5.3
CCN(C(=O)c1ccc(NC(C)=O)cc1)c1ccccc1,i,-17.0
CSc1nnnn1-c1ccc(C(=O)O)cc1,2.0%,-0.3
CC12CCC(C(=O)NNc3ccccc3)(C(=O)C1=O)C2(C)C (stereo unspecified),4.9%,19.6
# (further entries)
SMILES,Lipid storage S3,Lipid storage S3 cell count max
Cc1ccc(Nc2cc(C)nc3ncnn23)c(C)c1,?,/
Cc1ccccc1NC(=O)c1cc[n+]([O-])cc1,?,/
O=C(NNS(=O)(=O)c1ccccc1)C(O)(c1ccccc1)c1ccccc1,?,/
CCCSCCCNC(=O)CN1C(=O)COc2ccc(S(=O)(=O)N3CCCC3)cc21,?,/
CC(C)(C)NC(=O)COC(=O)c1cncc(Br)c1,-14.1%,-12.9
Cc1cc(C(=O)Nc2ccc(S(=O)(=O)N3CCCC3)cc2)cs1,?,/
Cc1ccccc1N(CC(=O)NC1CCCC1)C(=O)C1(C)CC(=O)N=C2C=CC=CN21 (stereo unspecified),1.2%,13.1
S=C(NCc1ccncc1)Nc1ccc(Cl)c(Cl)c1,?,/
CN(C)C(=O)c1ccc(NC(=O)CC2SC(N3CCCC3)=NC2=O)cc1 (stereo unspecified),-4.0%,7.1
Cc1ccccc1C(=O)NCC(=O)O,0.5%,19.5
CCc1ccc(S(=O)(=O)NCc2cn3ccsc3n2)s1,?,/
Cc1ccc(C)c(S(=O)(=O)N2CCNCC2)c1,?,/
COc1ccc(C(=O)NCc2nnc(SCC(=O)N3CCCc4ccccc43)o2)cc1OC,0.0%,2.2
Cc1cc(=O)oc(C)c1C(=O)Nc1cccc2ccccc12,?,/
Cc1ccc(C)c(N2CCN(C3CCCC(C)C3)CC2)c1 (stereo unspecified),-4.3%,-7.7
CN(Cc1ccnc2ccccc12)C(=O)C1CCC(=O)N(Cc2ccccc2F)C1 (stereo unspecified),?,/
Cc1n[nH]c(=O)n1-c1cccc(C(F)(F)F)c1,1.5%,10.7
